FXIIa inh 1536: inhibitors of human coagulation factor XIIa | actives 0.3% (n = 220,000) | inhibition, % at 5 µM | purified FXIIa, Boc-QGR-AMC fluorogenic substrate, 2 h; in the data active = inhibition above about 40%;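 note: 0% = enzyme with no compound and 100% = blank without enzyme; many of its hits are not listed in these tables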
Target sequence (P00748 20-372 limits assumed): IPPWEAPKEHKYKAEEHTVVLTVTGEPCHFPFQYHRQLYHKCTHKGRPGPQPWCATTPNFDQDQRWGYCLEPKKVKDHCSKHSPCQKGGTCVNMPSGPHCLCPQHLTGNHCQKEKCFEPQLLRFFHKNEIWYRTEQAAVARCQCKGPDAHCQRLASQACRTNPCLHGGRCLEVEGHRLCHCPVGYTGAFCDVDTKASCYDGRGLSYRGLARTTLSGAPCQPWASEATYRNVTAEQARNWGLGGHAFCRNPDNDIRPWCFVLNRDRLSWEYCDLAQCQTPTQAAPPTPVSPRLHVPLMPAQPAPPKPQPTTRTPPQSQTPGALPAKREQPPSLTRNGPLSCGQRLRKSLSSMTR
Target sequence (P00748 373-615 limits assumed): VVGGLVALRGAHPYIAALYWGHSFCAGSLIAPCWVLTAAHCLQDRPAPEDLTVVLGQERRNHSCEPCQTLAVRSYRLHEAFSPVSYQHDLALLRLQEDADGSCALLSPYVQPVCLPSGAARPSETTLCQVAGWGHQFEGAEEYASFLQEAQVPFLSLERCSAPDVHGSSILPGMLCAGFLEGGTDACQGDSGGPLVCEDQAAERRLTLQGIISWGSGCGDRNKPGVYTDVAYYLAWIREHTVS
TNF death inh: inhibitors of TNF-alpha induced necroptosis in Jurkat FADD-/- cells; activation (protection from cell death), % at 10 µM; Jurkat FADD-/- TNF necroptosis rescue, ATP luminescence, 24 h; 0 = TNF only, 100 = no-TNF cells; actives 0.068% (n = 220,000);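 active = activation, meaning protection from cell death, of at least 50% relative to plate controls; inactive = activation below 50%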;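 note: necroptosis triggered by 40 ng/mL TNF-alpha added together with compound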
Cl transport mod: KCC2 (human) Cl- transport modulation; Q9H2X9; KCC2 cells, thallium flux FluoZin-2 fluorescence; B-score of Tl+ flux slope (higher = more flux/activation; lower = inhibition) at 10 µM; actives 2.2% (n = 190,000); AID 1456;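 active = thallium flux slope and its plate-corrected score both differing from the plate sample mean at a set confidence after two filtering rounds, in either direction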;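 note: slope of fluorescence scaled to starting intensity during 10 to 20 s after thallium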
Rad51 HR inh: blocks human Rad51 in homologous recombination; Q06609; hRad51 DNA strand exchange, fluorescence dequenching; inhibition, % at 10 µM; actives 0.085% (n = 200,000);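 active = inhibition above 40% at the single screening dose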;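 note: 0% = DMSO control wells and 100% = blanks with heterologous ssDNA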
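System: human Rad51 nucleoprotein filaments preassembled on unlabelled ssDNA. Reagent: labelled 47-mer dsDNA for strand exchange. Schedule: 30-min compound preincubation and 15-min exchange, both room temperature. Measured by: FRET fluorescence dequenching, excitation 485 nm, emission 520 nm. Read-out: Fluorescence-based percent inhibition, control- and blank-normalised. Benchmarks: plate controls and plate blanks.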
thrombin 1536: thrombin (human) inhibition | inhibition, % at 5 µM | P00734 | alpha-thrombin, Boc-VPR-AMC fluorogenic substrate cleavage | AID 1046 | actives 0.26% (n = 220,000);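 active = inhibition at or above 40%; inactive = inhibition below 40%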;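 note: 0% = enzyme with no compound and 100% = wells without enzyme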
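Material: human alpha-thrombin enzyme / Medium: pH 7.5 Tris (50 mM) with NaCl 150 mM, Tween 20 0.05% / Compound: single-point dosing at 5 µM, 0.2% DMSO / Incubation: enzyme reaction carried out at room temperature / Detection: AMC fluorescence, 355/460 nm / Read-out basis: percent inhibition scaled between no-compound controls and no-enzyme blanks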
Hck-Nef inh: human Hck-Nef kinase inhibition; P08631; Recombinant Hck-YEEI plus Nef, Z-Lyte FRET kinase assay; inhibition, % at 20 µM; actives 0.68% (n = 220,000); AID 463187;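 active = Hck-Nef kinase inhibition above about 50%, limit read from the data; inactive = inhibition below that limit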;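 note: 0% = DMSO with Hck plus Nef and 100% = Hck alone without Nef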
FXIa inh 1536: blocks human coagulation factor XIa protease activity; P03951; purified FXIa, Boc-Glu-Ala-Arg-AMC fluorogenic substrate; inhibition, % at 5 µM; actives 0.14% (n = 220,000); AID 798;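 active = inhibition of at least 40%; inactive = inhibition below 40%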;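 note: fluorescence of freed AMC excited at 355 nm; 0% = enzyme without compound and 100% = no enzyme blank; many of its hits are not listed in these tables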
L929 necroptosis: blocks zVAD induced death of L929 cells | viability rescue, % at 10 µM | AID 1377 | actives 0.38% (n = 220,000) | L929 zVAD necroptosis rescue, ATP luminescence, 24 h; with zVAD 60 µM;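 active = activation, scaled between plate controls, above about 75%, limit read from the data; inactive = activation under that limit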;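 note: 0% = zVAD with DMSO and 100% = DMSO alone without zVAD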
KLK5 inh: inhibitors of human kallikrein 5; Q9Y337; recombinant hK5, fluorogenic AMC substrate cleavage; inhibition, % at 5 µM; actives 0.59% (n = 210,000); AID 873;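 active = inhibition of 40% or more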;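 note: 0% = enzyme controls without compound and 100% = no-enzyme blanks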
Target sequence (Q9Y337 67-293 limits assumed): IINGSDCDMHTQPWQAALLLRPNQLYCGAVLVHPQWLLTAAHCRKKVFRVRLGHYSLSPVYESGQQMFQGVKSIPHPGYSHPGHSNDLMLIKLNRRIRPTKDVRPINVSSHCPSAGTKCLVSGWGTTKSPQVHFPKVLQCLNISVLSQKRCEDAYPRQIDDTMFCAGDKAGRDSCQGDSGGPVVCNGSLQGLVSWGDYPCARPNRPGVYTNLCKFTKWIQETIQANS
Numbers without * were called inactive; x = no result given. This is a subset; count on the stated rates, not on these rows.

smiles,FXIIa inh 1536,TNF death inh,Cl transport mod,Rad51 HR inh,thrombin 1536,Hck-Nef inh,FXIa inh 1536,L929 necroptosis,KLK5 inh
N#CC(c1ccccc1)c1ccc2c(C(F)(F)F)cc(C(F)(F)F)nc2n1 (stereo not drawn),7,-4.1,1.7,0,-2,-2,-4,0.5,0
S=C(NC1CCCCC1)N1CCN(c2ncccn2)CC1,3,-0.1,0.51,x,-2,-3,-3,-0.2,x
CCN1CCN(c2ncnc3c2c(-c2ccccc2)cn3-c2ccc(F)cc2)CC1,-2,2.5,0.5,9,0,-20,-6,-0.8,-10
O=C(Cc1ccc(Cl)cc1)NCC(=O)N1CCCC1,6,2.6,0.21,-1,-9,7,0,0.5,-14
NC(=O)C1CCN(c2ncc(C(F)(F)F)cc2Cl)CC1,11,-1.0,-0.14,-11,2,19,0,0.9,3
CCC(=O)Nc1cccc(C(=O)Nc2nccs2)c1,7,9.3,-0.052,6,-15,21,2,86*,5
O=C(CCl)Nc1cccc(S(=O)(=O)N2CCCCCC2)c1,6,-7.7,-1.4,1,-10,3,7,5.0,2
CCOc1ccc(C(=O)N2CCC(C(=O)c3ccc4c(c3)OCCO4)CC2)cc1,-8,-1.0,0.037,-10,-9,2,-5,0.8,5
CCc1ccc(Nc2nnc(SCC(=O)c3ccc4c(c3)NC(=O)CO4)s2)cc1,3,-2.2,-5.3*,-8,1,105*,-3,0.6,-8
CC(=O)Nc1ccc2nc(SCC(=O)NCCOc3ccccc3)sc2c1,6,0.2,-1.6,4,-6,22,-2,0.7,0
Cc1cc(C)c(S(=O)(=O)NCCOc2ccccc2)c(C)c1-n1cnnn1,12,-2.1,-0.86,x,1,7,3,-0.2,x
CCN(CC)S(=O)(=O)c1ccc(C)c(NC(=O)CSc2nc3ccc(C)cc3[nH]2)c1,14,4.6,0.35,11,-3,0,4,3.4,-9
CC(C)c1nc2ccc(NC(=O)C3CCCCC3)cc2[nH]1,12,0.6,0.37,-14,0,-20,9,2.0,-17
N#CC1=C(S)N(c2ccccc2)C(c2ccc(-c3ccccc3Cl)o2)NC1=O (stereo not drawn),20,1.4,-2.2,-5,-5,4,14,1.2,5
NNC(=O)CSc1nnnn1-c1ccccc1,3,1.5,0.2,-19,-6,0,3,0.9,-8
CC(C)CC(=O)Nc1cc([N+](=O)[O-])ccc1Cl,11,7.0,0.086,1,-3,0,0,0.0,1
O=C(/C=C\c1cccs1)c1c(O)ccc2ccc(=O)oc12,7,-0.7,-2.1,x,-5,0,-2,0.4,-4
COc1ccc(Br)cc1C(=O)Nc1ccc(Cc2ccncc2)cc1,-10,4.8,x,x,-4,1,2,1.3,1
CC(=O)OC1CSC2c3ccccc3C(=O)N2Cc2sccc21 (stereo not drawn),1,0.9,-0.54,-20,-10,-3,-3,0.7,x
Cc1cc(O)ccc1Nc1nc(-c2sc(N)nc2C)cs1,16,-4.0,1.3,-1,11,62*,5,1.3,18
O=C(Nc1c2c(nn1-c1ccc(F)cc1)CS(=O)C2)c1ccc(S(=O)(=O)N2CCOCC2)cc1 (stereo not drawn),7,0.5,-0.46,14,-8,16,-3,1.7,-9
CC(=O)c1ccc(NC(=S)NN2C(C)CCCC2C)cc1 (stereo not drawn),5,3.3,-1.4,1,-11,-11,-7,0.1,-5
COC(=O)C(O)(NC(=O)c1ccncc1)C(F)(F)F (stereo not drawn),9,2.5,-0.076,x,1,33,-2,0.6,0
Cc1cc(-c2ccccc2)nc(N2CCC(C(=O)NCC3CCCCC3)CC2)n1,x,-1.3,1.2,x,x,4,x,0.7,x
CN(C)c1nc(Nc2ccccc2)nc(Oc2ccc(=O)[nH]n2)n1,5,-1.2,0.89,-3,-9,-1,0,0.1,4
C/C(=N\NC(=O)c1cc(C)[nH]n1)c1cccs1,1,0.6,0.38,-26,-4,-12,-6,0.6,-12
O=C(Cc1ccccc1)NNC(=O)C1CCCC1,1,1.8,0.32,-170,-3,17,0,2.2,-3
O=C(CSc1ccc(-c2ccco2)nn1)Nc1ccccc1,8,0.6,-3.1,17,-9,16,-2,0.3,-3
CCOC(=O)c1cccnc1SCC(=O)N(C)c1ccccc1,15,0.4,x,-2,-1,-1,7,0.2,4
O=C(/C=C/c1cccc([N+](=O)[O-])c1)NCCSCc1ccco1,9,1.8,0.31,0,-3,5,0,0.2,-15
COc1ccccc1NC(=O)Cn1cc(C#N)c2ccccc21,25,-0.2,-1,0,5,3,3,-0.3,-2
CC(C)OC(=O)CCCN1C(=O)c2ccc(N)cc2C1=O,16,-0.8,x,x,7,-2,7,-0.5,-6
O=C1N=C(C=c2ccc(=Cc3[nH]c(=O)[nH]c3O)cc2)C(=O)N1,2,3.8,-0.78,-2,-2,6,-6,-0.7,-12
Cc1cc(C)cc(C(=O)NC(=S)Nc2ccc(-c3cc4ccccc4oc3=O)cc2)c1,-11,0.4,0.75,-5,-8,0,-5,-0.1,-5
O=C(Nc1nccs1)c1cn(-c2ccccc2)nc1-c1ccccc1,12,-5.8,0.12,1,1,-11,2,0.0,1
CCC1CCCCN1C(=O)c1cc(COc2ccc3ncccc3c2)on1 (stereo not drawn),15,-5.9,x,x,2,-5,5,-1.6,x
O=C1OCCN1C(=O)[C@H]1[C@H](c2ccc(F)cc2)C(c2ccc(F)cc2)=NN1c1ccc(Br)cc1,-3,2.4,-0.18,8,-4,3,-9,0.0,-22
Cc1ccc(C)n1-n1c(C)nc2sc(-c3ccccc3)cc2c1=O,23,-1.9,0.62,-1,3,23,11,4.4,19
CCOC(=O)c1nnc2c(Br)c(-c3ccccc3)nn2c1C,30,-1.2,x,-2,32,-2,10,0.2,-1
COc1ccc(S(=O)CC(=O)Nc2ccc(Cl)cc2Cl)cc1 (stereo not drawn),2,-0.1,0.014,4,0,-5,-4,0.0,-9
COc1ccc(CCNC(=O)COC(=O)c2ccc[nH]c2=O)cc1,12,0.7,-0.027,2,3,12,-9,0.5,-8
NS(=O)(=O)c1ccc(N2C(=O)C(=O)/C(=C(/O)c3ccccc3)C2c2ccc(Cl)cc2)cc1 (stereo not drawn),10,1.2,0,-6,0,2,3,-0.6,6
O=C(c1cccc(S(=O)(=O)N2CCCC2)c1)c1nnc(-c2ccncc2)o1,17,-4.5,0.064,3,2,1,6,0.3,-4
Cc1cc(C(=O)Nc2ccccc2N2CCCCC2)no1,6,-1.7,0.38,8,-3,-2,5,1.1,-10
CCN(CC)CCCNc1nc(-n2nc(C)cc2C)nc2sc3c(c12)CC(C)(C)OC3,9,-0.1,0.38,x,-3,16,2,-0.7,3
CC1CCN(CCCn2c(=S)[nH]c3c(sc4ccc([N+](=O)[O-])cc43)c2=O)CC1,15,-0.3,0.33,-42,-12,25,14,0.8,1
CCCCc1ccc(NC(=S)NN2CCOCC2)cc1,10,-2.3,-0.98,5,-13,1,7,0.1,-13
CCOC(=O)c1sc(=S)n(-c2ccccc2)c1NC(C)=O,9,-0.4,-1,-8,-4,15,-1,-0.8,0
CC1CCN(CCC(=O)N2CCCc3c2c(=O)oc2ccc(O)cc32)CC1,8,-0.9,-0.052,-4,-8,8,-3,1.1,-3
Cc1ccc(Cl)cc1NC(=O)Cn1cc(C(F)(F)F)cc(Cl)c1=O,7,2.2,0.048,x,-4,4,5,0.6,-26
O=C(O)CCC(=O)N1N=C(c2ccco2)CC1c1cccs1 (stereo not drawn),2,1.2,-0.22,-1,-7,0,2,1.9,-6
OCCNc1nc(N2CCCC2)nc(N2CCCC2)n1,0,-1.9,-0.23,2,-7,8,-2,0.1,-15
COc1cccc(-c2nn(-c3ccccc3)cc2CNC(C)Cn2cncn2)c1 (stereo not drawn),8,0.2,-1.7,-124,-2,7,2,0.2,-1
O=C(Nc1ccc(O)c2c(=O)cc(-c3cccc(Cl)c3)oc12)c1ccc(F)cc1,8,-0.1,-0.48,-3,0,8,1,0.3,2
O=C(Cn1c(=O)sc2ccccc21)NCc1ccccn1,11,0.4,2.4,7,1,21,3,0.1,-3
CCOc1ccc(C(=O)CN2CCN(S(=O)(=O)c3ccc(Br)cc3)CC2)cc1,21,1.6,x,6,4,5,8,1.6,-7
Cc1ccc(Cn2c(SCC(=O)N/N=C/c3ccccc3OCC(=O)O)nc3ccccc32)cc1,4,1.6,2,10,-6,15,-4,0.3,-4
O=C(O)CCCN1C(=O)/C(=C/c2ccncc2)SC1=S,2,5.0,-2.2,-11,-6,8,0,-0.3,-5
Cc1cc(=O)oc(C)c1C(=O)NNC(=O)C1(C)CC1Br (stereo not drawn),-1,1.9,1.4,12,-4,8,-3,-0.5,-3
Cc1cccc(NC(=O)CSc2nnc(CCNC(=O)OC(C)(C)C)o2)c1C,6,3.2,-0.16,x,-7,18,0,-0.6,1
C=CCN1C(=O)C(O)(CC(=O)c2ccc(Cl)cc2)c2ccccc21 (stereo not drawn),21,3.9,0.15,-293,-3,-8,21,-0.9,0

Source: PubChem BioAssay (several laboratories)
